TexasRed fluor: Total Fluorescence Counterscreen for Inhibitors of the Interaction of Thyroid Hormone Receptor and Steroid Receptor Coregulator 2; Potency, µM (series often up to 106 µM), for inactives: at the highest dose fluorescence change, negative = quenching; actives 0.29% (n = 280,000); TRb/SRC2 Texas Red total fluorescence interference; active means well fitted curve in either direction with a large enough effect; inconclusive means small, poorly fitted or top-dose-only effect; further: potency means the concentration at half of the fitted maximal effect; on the % scale 0 is the no-effect control and ±100 the full control effect
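Human TRb ligand-binding domain at 0.6 uM with 20 nM Texas Red SRC2 peptide in Tris buffer containing 1 uM T3 and 5% DMSO, incubated with compound 5 h at ambient temperature. Total fluorescence (555/632 nm) calculated as parallel + 2 × perpendicular.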
Tau FP inhib: qHTS for Inhibitors of Tau Fibril Formation, Fluorescence Polarization; Microtubule-associated protein tau (Homo sapiens), P10636; K18 P301L tau heparin fibrillization, Alexa594 FP, 6 h; Potency, µM (doses to about 57.7 µM), without a hit: top-dose activity, negative = inhibition, usual class: inhibitors; actives 0.39% (n = 280,000); AID 1468, 2008; further: potency means the concentration at half of the fitted maximal effect; on the % scale 0 is the no-effect control and ±100 the full control effect; nearly all actives have a fitted effect of over 55% in size
Target sequence (P10636 561-689 P618L limits assumed): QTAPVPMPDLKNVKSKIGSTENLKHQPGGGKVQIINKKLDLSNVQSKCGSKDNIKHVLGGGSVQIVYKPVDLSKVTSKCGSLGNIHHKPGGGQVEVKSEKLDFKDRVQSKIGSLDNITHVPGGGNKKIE
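Steps: dispense K18 P301L tau (15 uM plus 0.24 uM Alexa 594 tracer, final) in pH 7 sodium acetate; add compound; add heparin (20 uM final); incubate 6 hr, 37 C; add ThT (30 uM final); after 1 hr ambient, read FP.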
Tau fluor counter: Counterscreen qHTS for Inhibitors of Tau Fibril Formation, Fluorescence Polarization; tau K18 P301L (four-repeat tau fragment) Alexa594 fluorescence, heparin fibrillization; Potency, µM (series often up to 57.7 µM), inactives show at the highest dose activity change, negative = decrease; actives 0.93% (n = 280,000); AID 1463, 2008; further: potency means the concentration at half of the fitted maximal effect; on the % scale 0 is the no-effect control and ±100 the full control effect; nearly all actives have a fitted effect of over 55% in size
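Human K18 P301L tau (15 uM unlabeled plus 0.24 uM Alexa 594-labeled, final) in 100 mM sodium acetate pH 7 was mixed with compound and 20 uM heparin and incubated 6 hr at 37 C.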
Epigenetic derep: Quantitative High-Throughput Screen for Regulators of Epigenetic Control; murine LDR cells, GFP reporter derepression, 30 h; Potency, µM (doses to about 53.9 µM), for the others: at the top dose GFP activation, most hits filed as activators; actives 0.2% (n = 280,000); AID 1865, 2009; further: potency means the concentration at half of the fitted maximal effect; % of control where 0% means no effect; nearly all actives have a fitted effect of over 60% in size
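Murine LDR cells bearing a silenced CMV-driven GFP reporter were exposed to compound for 30 h at 37 C. After PBS washes, GFP-positive cells (20-120 um objects) counted by laser-scanning microplate cytometry.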
NPSR antag: qHTS Assay for Antagonists of the Neuropeptide S Receptor: cAMP Signal Transduction | CHO-NPSR cells, cAMP TR-FRET, antagonist mode | AID 1461, 2008 | actives 1% (n = 220,000) | Potency, µM (top dose mostly 38.3 µM), for the others: top-dose activity change, negative = inhibition, usual class: inhibitors; further: potency means the concentration at half of the fitted maximal effect; on the % scale 0 is the no-effect control and ±100 the full control effect; nearly all actives have a fitted effect of over 50% in size; many of its hits are not listed in these tables
Target sequence (Q6W5P4 whole entry, looked up): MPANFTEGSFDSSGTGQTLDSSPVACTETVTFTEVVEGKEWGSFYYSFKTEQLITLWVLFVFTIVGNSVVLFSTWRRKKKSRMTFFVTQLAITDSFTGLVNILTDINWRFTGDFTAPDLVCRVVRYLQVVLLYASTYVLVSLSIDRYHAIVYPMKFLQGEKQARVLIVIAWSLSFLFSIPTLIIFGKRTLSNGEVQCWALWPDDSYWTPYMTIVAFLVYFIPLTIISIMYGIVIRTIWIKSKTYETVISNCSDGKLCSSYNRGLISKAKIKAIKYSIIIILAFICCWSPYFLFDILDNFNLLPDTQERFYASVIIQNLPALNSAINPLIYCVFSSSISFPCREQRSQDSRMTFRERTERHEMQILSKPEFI
TRb SRC2 PPI: qHTS for Inhibitors of the Interaction of Thyroid Hormone Receptor and Steroid Receptor Coregulator 2. Thyroid hormone receptor beta (Homo sapiens), P10828. TRbeta-SRC2 peptide binding, fluorescence polarization; receptor liganded with 1 µM T3. Potency, µM (doses to about 106 µM), without a hit: at the top dose activity change, negative = inhibition, actives largely listed as inhibitors. actives 0.065% (n = 280,000). AID 1469, 2008;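 further: potency means the concentration at half of the fitted maximal effect; plate controls were bound peptide for no effect and peptide without receptor for full effect; nearly all actives have a fitted effect of over 50% in size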
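Binding of a 20-amino-acid Texas Red SRC2 peptide (20 nM) to TRb ligand-binding domain (0.6 uM) with agonist T3 at 1 uM was followed by fluorescence polarization after a 5 hr room-temperature incubation.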
CBFb RUNX1 block: qHTS Assay for Compounds Blocking the Interaction Between CBF-beta and RUNX1 for the Treatment of Acute Myeloid Leukemia. Runt-related transcription factor 1 (Homo sapiens) + Core-binding factor subunit beta …. AlphaScreen CBFb-His/RUNX1-biotin binding, biochemical. Potency, µM (highest dose often 59.8 µM), for inactives: top-dose activity, negative = inhibition, actives largely listed as inhibitors. 230,000 tested, under 10 active. AID 1477, 2009; further: % of control where 0% means no effect
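Interaction loss through any mechanism counts as activity. Pre-formed complex of His-CBF-beta and biotin-RUNX1 (30 nM apiece) is incubated with compound 15 min, then with 50 ng nickel and 50 ng streptavidin beads for 90 min before AlphaScreen detection.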
aGal spleen mod: qHTS Assay for Inhibitors and Activators of Human alpha-Galactosidase From Spleen Homogenate; Alpha-galactosidase A (Homo sapiens), P06280; human spleen homogenate, 4MU-alpha-Gal fluorescence, 40 min; Potency, µM (titrated, usually from 80 µM), inactives show at the top dose activity change, negative = inhibition, hits mostly inhibitors; actives 0.008% (n = 240,000); AID 2107, 2009;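 further: potency means the concentration at half of the fitted maximal effect; 0% = enzyme with vehicle and -100% = no enzyme basal signal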
Target sequence (P06280 32-429 limits assumed): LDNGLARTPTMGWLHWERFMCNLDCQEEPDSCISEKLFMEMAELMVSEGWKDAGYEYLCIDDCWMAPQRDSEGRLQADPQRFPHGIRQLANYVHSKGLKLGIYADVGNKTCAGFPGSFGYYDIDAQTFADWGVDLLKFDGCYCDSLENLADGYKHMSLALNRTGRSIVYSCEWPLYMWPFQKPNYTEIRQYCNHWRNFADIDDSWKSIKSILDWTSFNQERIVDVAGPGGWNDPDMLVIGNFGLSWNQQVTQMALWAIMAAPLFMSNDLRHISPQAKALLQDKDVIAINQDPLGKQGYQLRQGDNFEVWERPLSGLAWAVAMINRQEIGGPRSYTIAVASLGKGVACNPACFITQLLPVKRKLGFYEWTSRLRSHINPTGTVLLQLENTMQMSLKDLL
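Spleen homogenate 1 ug + cpd (titration) + 4-MU-alpha-D-galactopyranoside 1 mM; 37C 40 min; 50 mM citrate/phosphate pH 5.0, 0.01% Tween-20; stop pH 10; fluorescence 365/440; AC50 via Hill.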
* hit, by the source's call; ? = inconclusive; · = not tested or not shown; & = joins results of further samples; [ ] = dose if it differs, or a comment. Unless noted, the call rests on the fitted dose curve; in most records, active means well fitted curve in the direction sought with a large enough effect; inconclusive means small, poorly fitted or top-dose-only effect, or another doubt; inactive means no such curve, though single readings can be large; an effect the other way counts as inactive or inconclusive. Some of the compounds tested; rates above refer to the full screens.

SMILES	TexasRed fluor	Tau FP inhib	Tau fluor counter	Epigenetic derep	NPSR antag	TRb SRC2 PPI	CBFb RUNX1 block	aGal spleen mod
O=C1CCC(C(=O)N(Cc2cccs2)C2(C(=O)NC3CCCCC3)CCCCC2)N1 (stereo unspecified)	-2%	0%	-5%	2.1%	2%	-2%	2%	-10%
CC(=O)Nc1ccc2nc(C)n(Cc3ccc(Cl)cc3)c(=O)c2c1	1%	5%	-16%	0.9%	-15%[46.1 µM]	-23%	-7%	1%
COCCCNC(=O)c1nn(C)c2c1CS(=O)(=O)c1ccccc1-2	100µM*[quencher]	5%	-8%	1.4%	·	-17%	·	·
Cc1ccc(-c2nc(CS(=O)CC(=O)NCc3ccccn3)c(C)o2)cc1 (stereo unspecified)	1%	-3%	-4%	-0.9%	1%[46.1 µM]	-4%	-9%	4%
C=CCSC1=NC(N)=C(C#N)C2(CCCCC2)C1C(N)=O (stereo unspecified)	-2%	-2%	1%	1.5%	6%[46.1 µM]	-6%	8%	4%
CC(C)(C)NC(=O)Nc1ccc(Cn2cc(C(F)(F)F)ccc2=O)cc1	-2%	5%	2%	-0.1%	4%	7%	-17%	2%
N#Cc1c2n(c(=S)n(-c3ccccc3[N+](=O)[O-])c1=O)CCCCC2	-6%	2%	-8%	0.0%	-3%	-10%	-9%	-4%
O=C(NC1CCCCC1)C(Cc1ccccc1)N1C(=O)C2C3CCC(C3)C2C1=O (stereo unspecified)	-2%	5%	0%	-1.1%	-7%[46.1 µM]	6%	1%	5%
Cc1cccc(N2CCN(c3cccc(C)c3)C2c2cccnc2)c1	0%	1%	-23%	0.0%	?	5%	-17%	9%
C1CCC(C23CC4CC(CC(C4)C2)C3)NC1 (stereo unspecified)	-1%	3%	7%	0.0%	3%[46.1 µM]	-13%	-2%	3%
O=C(/C=C/c1ccc(S(=O)(=O)N2CCOCC2)cc1)NC(=S)Nc1ccc(Cl)cc1Cl	-1%	-17%	-17%	?	-27%	0%	2%	0%
S=c1[nH]nc(COc2ccccc2)n1/N=C/C(Cl)=C/c1ccccc1	0%	-13%	-24%	?	-24%[46.1 µM]	-6%	-11%	0%
O=C(N/N=C/c1ccc([N+](=O)[O-])o1)c1ccc(O)cc1	0%	4%	-30%	-2.7%	13µM*	0%	2%	9%
COc1cc(CCN2C(=O)c3cccc4cccc(c34)C2=O)c(S(=O)(=O)N2CCCCCC2)cc1OC	-4%	0%	?	-1.9%	-21%[46.1 µM]	0%	-2%	2%
N/C(=N\OC(=O)COc1ccccc1)c1ccc(Cl)cc1	1%	5%	-3%	0.0%	-3%	11%	2%	0%
C=CCc1ccc(OCCCCCN2CCOCC2)c(OC)c1	2%	-1%	-20%	?	-8%[46.1 µM]	-2%	-5%	12%
Cc1ccc(S(=O)(=O)NCC(=O)OCC(=O)N2CCc3ccccc32)cc1	-7%	5%	-3%	10.0%	3%[46.1 µM]	-7%	0%	0%
Cc1ccc2cc(/C=N/NC(=O)c3ccccc3O)c(Cl)nc2c1	-1%	-8%	?	-0.9%	-18%[46.1 µM]	-2%	-11%	-4%
CCc1c(C)sc2c1CCN(Cc1ccccc1)C2c1ccccc1 (stereo unspecified)	2%	-3%	4%	6.5%	·	6%	·	·
Cc1cc(C)c(Cn2c(C)c(CNCc3ccccc3C)c(C(=O)O)c2C)c(C)c1	-1%	0%	-3%	-2.1%	·	-4%	·	·
Cc1ccc(Cl)cc1NC(=O)Cn1c(=O)n(Cc2ccc(C(=O)NCc3ccc4c(c3)OCO4)cc2)c(=O)c2ccccc21	-3%	?	-9%	-1.8%	·	-2%	·	·
COC(=O)C(CCSC)NC(=O)C1CCN(c2ncnc3c2nc2n3CCCCC2)CC1 (stereo unspecified)	5%	-5%	1%	-0.2%	·	2%	·	·
CCCC(=O)Nc1sc2c(c1C(=O)OC)C(C(=O)OC)CC2 (stereo unspecified)	2%	?	-5%	0.0%	-9%[46.1 µM]	-14%	13%	2%
CC1(c2ccc(Cl)cc2)NC(=O)N(CC(=O)NC(=O)NCc2ccco2)C1=O (stereo unspecified)	-1%	-3%	-6%	0.9%	0%[46.1 µM]	2%	-4%	6%
Nc1ccccc1OCP(=O)(c1ccccc1)c1ccccc1	-1%	5%	7%	-0.9%	12%	-1%	-4%	-19%

The listing continues:
SMILES	TexasRed fluor	Tau FP inhib	Tau fluor counter	Epigenetic derep	NPSR antag	TRb SRC2 PPI	CBFb RUNX1 block	aGal spleen mod
COc1ccc(C(=O)NCC(=O)OCC(=O)N2N=C(c3ccc(Cl)cc3)CC2c2ccco2)cc1OC (stereo unspecified)	1%	2%	-19%	-1.7%	-4%	-5%	-12%	-5%
c1coc(CNc2nc(-c3ccncc3)cs2)c1	-5%	5%	-3%	0.0%	0%[46.1 µM]	4%	-10%	22%
O=C(C1CCC(CNS(=O)(=O)c2cccc3nsnc23)CC1)N1CC=C(c2ccccc2)CC1 (stereo unspecified)	-8%	4%	-15%	-2.4%	-29%[46.1 µM]	-9%	-1%	0%
CC(C)=NNc1nc(-c2ccc([N+](=O)[O-])cc2)cs1	-11%	10%	-29%	0.0%	5%	5%	-20%	-14%
C#Cc1ccc([C@H]2C=C(C(=O)N3CCN(Cc4ccc5c(c4)OCO5)CC3)O[C@@H](OCC)[C@@H]2CCCO)cc1	-2%	12%	-1%	-0.7%	59%	-1%	-10%	2%
CCn1nc(-c2ccccc2)c(-c2ccccc2)c(C(=O)Nc2ccc(NC(C)=O)cc2)c1=O	-1%	-2%	-9%	?	·	2%	·	·
COc1cc(OC)c2c(-c3ccccc3)cc(=O)oc2c1C(CCN1CCCCC1)c1ccc(N(C)C)cc1 (stereo unspecified)	-1%&-2%	3%	6%	12%	-50%	-2%&-5%	?	-4%&-2%
COc1cccc(/C(O)=C2/C(=O)C(=O)N(CCCN(C)C)C2c2cccc(Cl)c2)c1 (stereo unspecified)	-2%	-8%	-5%	1.5%	20%[7.67 µM]	-7%	4%	11%
Fc1ccc(C2c3[nH]c4ccccc4c3CCN2Cc2cccn2-c2ncccn2)cc1 (stereo unspecified)	1%	-15%	8%[2.34 µM]	5.7%	6%	3%	12%	-5%
Cc1ccc(Nc2ncc(C(=O)N3CCN(c4ccc(F)cc4)CC3)c3ccccc23)cc1Cl	0%	-12%	?	4.8%	·	-1%	·	·
COc1cc(C(=O)NCCc2sc(-c3ccc(C)cc3)nc2C)cc(OC)c1OC	-6%	-2%	-19%	0.0%	·	-1%	·	·
COc1ccc(OC)c2c(C)cc(N3CCCN(C)CC3)nc12	-7%	0%	-5%	-7.8%	-29%[46.1 µM]	0%	1%	12%
Cc1ccc(OCCCn2cc(C#N)c3ccccc32)cc1	1%	-9%	-23%	2.3%	-25%[46.1 µM]	0%	?	-3%
Cc1ccc(S(=O)(=O)N(C)c2c(C)ccc(S(=O)(=O)Nc3ccncc3)c2C)cc1	-1%	0%	-9%	-0.9%	13%	5%	4%	-17%
CCOc1ccc(-c2n[nH]c(C)c2-c2ccccc2OC)c(O)c1	1%	4%	-6%	-2.6%	-37%[46.1 µM]	12%	1%	-3%
Cc1cc(C)c(NC(=O)CSc2nncn2-c2cccnc2)c(C)c1	-3%	4%	11%	-0.5%	12%	3%	1%	-16%
CC(C)(C)c1ccc(-c2nnc(SCCN3C(=O)c4ccccc4C3=O)o2)cc1	-1%	-6%	?	-5.4%	-25%[46.1 µM]	-16%	11%	1%
C=CCOc1cccc(C(=O)N2CCCC(CCC(=O)NCc3ccccc3F)C2)c1 (stereo unspecified)	-9%	10%	20%	1.1%	-14%	-8%	-1%	-9%
C=CCN(CC=C)C(=O)c1cc2ccccc2c(=O)o1	1%	1%	5%	-0.4%	9%	2%	3%	-7%
Cc1ccccc1NC(=O)c1ccccc1NC(=O)c1ccccc1F	5%	-11%	-12%	-0.8%	·	-3%	·	·
Cc1cc(C)n(C(=O)/C(C#N)=N/Nc2cc(Cl)cc(Cl)c2)n1	-2%	1%	?	-1.4%	-21%	1%	5%	6%
O=C(O)C1CCCCC1C(=O)NCCC(c1ccccc1)c1ccccc1 (stereo unspecified)	-1%	0%	2%	-1.1%	-4%[46.1 µM]	-1%	-2%	8%
O=C(O)COc1ccc(/C=N/O)cc1Br	0%	5%	2%	5.2%	-8%	-5%	10%	0%
O=C(COC(=O)Cc1ccc(Br)cc1)NC1CCCCC1	3%	1%	-4%	0.4%	7%	2%	9%	5%
CCNC(=S)N1CCN(CCN=CC2=C(O)CC(c3cccs3)CC2=O)CC1 (stereo unspecified)	-1%	5%	-10%	-4.5%	-4%[46.1 µM]	0%	2%	2%
Cc1onc(-c2ccccc2)c1C(=O)c1c[nH]c(C(=O)NCCCN2CCOCC2)c1	-2%	10%	10%	2.6%	2%	3%	-6%	1%
COc1ccc(C2C(C#N)=C(SC)NC3=C2C(=O)CC(C)(C)C3)cc1 (stereo unspecified)	-5%	-7%	-5%	0.3%	-12%[46.1 µM]	2%	5%	-3%
c1nnc(-c2ccc3c(c2)OCO3)o1	-6%	7%	0%	1.1%	6%	-3%	8%	10%
CCCCC(=O)NC(=S)Nc1cccc(C(=O)O)c1	-3%[53 µM]	2%	-1%	-0.9%	4%	9%[53 µM]	5%	5%

From PubChem BioAssay
